Bioassay records as filed in PubChem BioAssay.
GAA inh: blocks human lysosomal alpha-glucosidase; purified human GAA, 4-MU-alpha-glucoside fluorescence; Potency, µM (top dose mostly 76.9 µM), without a hit: at the top dose activity change, negative = inhibition, actives largely listed as inhibitors; hit rate 0.005% among 200,000; AID 1466;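 also: plate controls were uninhibited enzyme wells for no effect and no-enzyme background for full effect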
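Enzyme (4 nM final) mixed with compound (up to 77 uM), then 4-MU-alpha-D-pyranoside (400 uM final) added; 20 min at room temperature, pH 5.0. Reaction stopped at pH 10, fluorescence read, AC50 derived by Hill fit.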
GLA spleen mod: inhibitors or activators of human alpha-galactosidase in spleen homogenate; Potency, µM (doses to about 80 µM), inactives show at the highest dose activity change, negative = inhibition, hits mostly inhibitors; human spleen homogenate, 4MU-alpha-Gal fluorescence, 40 min; P06280; AID 2107; hit rate 0.008% among 240,000;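 also: 0% = enzyme with vehicle and -100% = no enzyme basal signal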
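Spleen homogenate 1 ug + cpd (titration) + 4-MU-alpha-D-galactopyranoside 1 mM; 37C 40 min; 50 mM citrate/phosphate pH 5.0, 0.01% Tween-20; stop pH 10; fluorescence 365/440; AC50 via Hill.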
aGlu spleen mod: inhibits or activates alpha-glucosidase in human spleen homogenate | P10253 | human spleen homogenate, 4-MU-alpha-glucoside fluorescence | Potency, µM (top dose mostly 79.9 µM), without a hit: at the highest dose activity change, negative = inhibition, actives largely listed as inhibitors | hit rate 0.006% among 240,000;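 also: 0% = enzyme with vehicle and -100% = no enzyme basal signal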
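Human spleen homogenate (1 ug) with 4-methylumbelliferyl-alpha-D-glucopyranoside (1 mM final) in 50 mM citrate/phosphate pH 5.0, 0.01% Tween-20; 40 min at 37 C. Stopped at pH 10; 4-MU fluorescence Ex 365/Em 440 nm; AC50 by Hill fit.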
JMJD2E inh: blocks human JMJD2E demethylase activity; JMJD2E catalytic domain, FDH-coupled NADH fluorescence (FDH is formaldehyde dehydrogenase); hit rate 1.6% among 230,000; B2RXH2; Potency, µM (doses to about 57.1 µM), for the others: top-dose activity change, negative = inhibition, usual class: inhibitors; active = well fitted inhibition curve with a large enough effect, not every such curve was filed as active; inconclusive = small, poorly fitted or top-dose-only effect, or another doubt; inactive = no such curve, though single readings can be large or run the other way;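 also: 0% = wells with enzyme and -100% = buffer wells without enzyme; nearly all actives have a fitted effect of over 50% in size; many of its hits are not listed in these tables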
Target sequence (B2RXH2 1-337 limits assumed): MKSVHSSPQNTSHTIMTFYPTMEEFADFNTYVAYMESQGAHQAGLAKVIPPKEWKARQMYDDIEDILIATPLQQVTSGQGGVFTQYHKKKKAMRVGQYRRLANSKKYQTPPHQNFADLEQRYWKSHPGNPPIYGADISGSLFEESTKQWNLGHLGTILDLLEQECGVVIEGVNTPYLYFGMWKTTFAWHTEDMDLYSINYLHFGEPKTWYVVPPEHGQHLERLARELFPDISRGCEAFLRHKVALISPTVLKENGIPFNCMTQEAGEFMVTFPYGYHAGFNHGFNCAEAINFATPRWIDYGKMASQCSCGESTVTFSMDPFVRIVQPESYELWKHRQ
ALDH1A1 block: inhibitors of human aldehyde dehydrogenase 1A1; P00352; Potency, µM (top dose mostly 75.3 µM), without a hit: at the highest dose activity, negative = inhibition, most hits filed as inhibitors; hit rate 7.3% among 220,000; Purified ALDH1A1, NADH fluorescence, propionaldehyde substrate; AID 1030; active = well fitted inhibition curve with a large enough effect, not every such curve was filed as active; inconclusive = small, poorly fitted or top-dose-only effect, or another doubt; inactive = no such curve, though single readings can be large or run the other way;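 also: plate controls were no enzyme wells and a reference inhibitor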
Target sequence (P00352 whole entry, looked up): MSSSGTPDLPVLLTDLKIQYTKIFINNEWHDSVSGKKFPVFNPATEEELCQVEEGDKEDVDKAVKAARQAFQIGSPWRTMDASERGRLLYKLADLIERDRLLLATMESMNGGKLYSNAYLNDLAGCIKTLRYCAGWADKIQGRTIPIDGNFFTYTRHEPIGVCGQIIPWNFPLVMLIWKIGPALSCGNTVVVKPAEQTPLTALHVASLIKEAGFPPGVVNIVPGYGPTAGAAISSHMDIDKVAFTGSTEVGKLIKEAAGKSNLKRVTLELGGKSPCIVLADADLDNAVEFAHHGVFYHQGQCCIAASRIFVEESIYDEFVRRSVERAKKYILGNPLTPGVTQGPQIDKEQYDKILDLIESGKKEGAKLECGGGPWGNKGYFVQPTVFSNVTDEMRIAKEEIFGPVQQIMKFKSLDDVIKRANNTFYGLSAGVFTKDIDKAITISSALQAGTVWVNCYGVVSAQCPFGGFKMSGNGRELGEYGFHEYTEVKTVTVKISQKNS
RGS12 GoLoco inh: RGS12 GoLoco-Gai1 interaction inhibition | P63096 | Gai1:RGS12 GoLoco peptide FP, rhodamine, 10 min | Potency, µM (titrated, usually from 61.6 µM), for inactives: at the highest dose activity, negative = inhibition, most hits filed as inhibitors | hit rate 0.44% among 230,000; active = well fitted inhibition curve with a large enough effect, not every such curve was filed as active; inactive = no such curve, though single readings can be large or run the other way; also: % is scaled to controls: 0 for no effect and ±100 for the full control effect; nearly all actives have a fitted effect of over 30% in size; many of its hits are not listed in these tables
GAA glycogen: GAA glycogen-cleavage inhibition or activation; hit rate 0.38% among 300,000; recombinant GAA, glycogen substrate, Amplex Red glucose oxidase fluorescence; P10253; Potency, µM (titrated, usually from 76.4 µM), without a hit: at the highest dose activity change, negative = inhibition, usual class: inhibitors;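 also: 0% = full enzyme reaction and -100% = no-enzyme basal signal; the screen sought inhibitors and activators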
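Recombinant human alpha-glucosidase (4 nM final) hydrolysed bovine liver glycogen (30 ug) for 40 min at 37 C in pH 5.0 citrate/phosphate with 0.01% Tween-20. Released glucose detected by glucose oxidase/Amplex Red, Ex 573/Em 610 nm. Compounds up to 77 uM; AC50 from Hill fits.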
SMN2 splice enh: SMN2 splice variant enhancement. Potency, µM (doses to about 46.1 µM), inactives show at the highest dose activity change, positive = activation, usual class: activators. hit rate 2.8% among 210,000. HEK293 SMN2-luciferase splicing reporter, luminescence, 30-36 h; also: % of control where 0% means no effect; nearly all actives have a fitted effect of over 55% in size
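qHTS luciferase splicing reporter: luminescence rises when SMN2 exon 7 is included in transfected HEK293 cells. Compound exposure lasted 30-36 h at 37C, with 4.5 mM final sodium butyrate as control, followed by a ONE-Glo read.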
Active calls of the source: *; ? = inconclusive; / = no result given; & = joins results of further samples; ! = not confirmed by another sample; [ ] = another dose, or the depositor's remark. Unless noted, calls follow the shape of the dose curve; as a rule, active = well fitted curve in the direction sought with a large enough effect; inconclusive = small, poorly fitted or top-dose-only effect, or another doubt; inactive = no such curve, though single readings can be large; an effect the other way counts as inactive or inconclusive. Potency is read from the fitted curve at half-maximal effect. An excerpt (hit frequency here may not be typical).

SMILES | GAA inh | GLA spleen mod | aGlu spleen mod | JMJD2E inh | ALDH1A1 block | RGS12 GoLoco inh | GAA glycogen | SMN2 splice enh
O=C(O)CNc1nc(-c2ccccc2)c2cc([N+](=O)[O-])ccc2n1 | 3% | 3% | -16% | 6% | 18µM* | -3% | 14% | 2%
CCCOc1ccc(C2/C(=C(\O)c3c(C)[nH]c(C(=O)OC)c3C)C(=O)C(=O)N2CCN(C)C)cc1 (configuration not stated) | 2% | -7% | -3% | -11% | ? | 6% | 10% | -5%
Nc1[nH]nc2nc3ccccc3cc12 | -1% | 6% | -4% | 7% | -1% | 13% | ? | 8%
CCOC(=O)CC(=O)CSc1nnc(Cn2c(=O)sc3ccccc32)n1C | -5% | -1% | -13% | -4% | -10% | / | -6% | /
Cc1cc(S(=O)(=O)NCC(C)C)ccc1OCC(=O)NCC1CCCO1 (configuration not stated) | -9% | 5% | -6% | 0% | 0% | 12% | 3% | -17%
O=C1CN(c2ccc(Cl)cc2)C2(CCCCC2)S1 | 9% | 0% | 1% | 4% | 1% | -13% | -4% | -11%
Cc1ccc(C)c(N(C)C(=O)c2coc(=O)c3ccccc23)c1 | -5% | 4% | -2% | 4% | -4% | -1% | -4% | -28%
Cc1noc(C)c1CSc1nnc(-c2ccccc2F)n1CCc1ccccc1 | 3% | 13% | 0% | -2% | ? | 0% | 0% | -11%
NC(CC(=O)O)c1ccc(Br)cc1 (configuration not stated) | 2% | 2% | -11% | 4% | 1% | 5% | 13% | -9%
CC(=O)c1c(C)nc(-c2ccc(OCC(=O)Nc3ccccc3)cc2)n1O | -4% | 6% | 4% | -3% | 3% | 0% | -5% | -12%
COC(=O)c1cn(C(=O)c2ccccc2Cl)c2ccccc12 | 0% | 4% | 9% | -5% | ? | 9% | -1% | 27%
O=C(N1CCN(c2ccccc2F)CC1)C12CC3CC(CC(C3)C1)C2 | 4% | 7% | -1% | -5% | -27% | -30% | -1% | -53%[inhibitor]
Cc1ccc(-n2nc(C(=O)NCc3ccc(C)o3)c3c4ccccc4n(C)c3c2=O)cc1 | 9% | -8% | -1% | ? | ? | 7% | 13% | 13%
O=C1C2CC=CCC2C(=O)N1c1ccc(NCCc2ccc(Cl)cc2)c([N+](=O)[O-])c1 (configuration not stated) | -7% | 3% | -2% | -4% | -13% | 3% | 0% | -22%
CCO[C@@H]1OC(C(=O)O)=C[C@H](c2csc3ccccc23)[C@H]1CCCO | / | -2% | -4% | -5% | ? | -3% | 5% | /
Cc1cc(Br)c(Cl)cc1NC(=O)CN1C(=O)C2C3CC(c4ccccc4)C(C3)C2C1=O (configuration not stated) | -9% | 0% | -1% | 7% | 0% | 14% | -14% | -55%[inhibitor]
CCC(N)C12CC3CC(CC(O)(C3)C1)C2 (configuration not stated) | -2% | 4% | -2% | 4% | 9% | 3% | 0% | -16%
CN(C)S(=O)(=O)N1CCN(c2cc(Cl)ccc2Cl)CC1 | -4% | 4% | 0% | 5% | 2% | -44% | -12% | -8%
COc1ccc(/C=C/C(=O)NC(=S)NNC(=O)Cc2cccs2)cc1OC | -2% | -12% | -9% | ? | ? | 7% | 0% | 15%
CCC(C)NC(=O)CNC(=O)Cn1c(C)cc2ccccc2c1=O (configuration not stated) | -3% | -9% | -7% | ? | ? | -2% | 2% | 11%
CN(C)CCSc1nc(N)c2c3c(sc2n1)CN(C)CC3 | 3% | 28% | 7% | ? | ? | 12% | 22% | 1%
CCOC(=O)C(C)Sc1nc(C2CC2)cc(C(F)(F)F)c1C#N (configuration not stated) | 3% | 3% | -12% | -11% | 1% | 5% | -4% | -21%
CC1CCN(C(=O)CCNS(=O)(=O)c2ccccc2)CC1 | -2% | 0% | -3% | -4% | 1% | 5% | 11% | -3%
CC(=O)C1=C(c2ccccc2)NC(=O)NC1c1ccccc1OCC(=O)NCc1ccccc1 (configuration not stated) | -7% | 7% | -3% | 0% | 1% | 9% | 5% | 0%
COc1ccc(N2CCN(C(=S)NCc3ccccc3)CC2)cc1 | ? | 14% | -3% | 11% | -5% | -12% | -13% | 8%

As entered above.
In GLA spleen mod, CCC(C)NC(=O)CNC(=O)Cn1c(C)cc2ccccc2c1=O (configuration not stated) has the entry -9%
In RGS12 GoLoco inh, CCOC(=O)C(C)Sc1nc(C2CC2)cc(C(F)(F)F)c1C#N (configuration not stated) has the entry 5%
In RGS12 GoLoco inh, O=C(N1CCN(c2ccccc2F)CC1)C12CC3CC(CC(C3)C1)C2 has the entry -30%
In GAA glycogen, CN(C)CCSc1nc(N)c2c3c(sc2n1)CN(C)CC3 has the entry 22%
In JMJD2E inh, CC(=O)C1=C(c2ccccc2)NC(=O)NC1c1ccccc1OCC(=O)NCc1ccccc1 (configuration not stated) has the entry 0%

No new results follow: an excerpt of the list.
SMILES | GAA inh | GLA spleen mod | aGlu spleen mod | JMJD2E inh | ALDH1A1 block | RGS12 GoLoco inh | GAA glycogen | SMN2 splice enh
O=C1C2CC=CCC2C(=O)N1c1ccc(NCCc2ccc(Cl)cc2)c([N+](=O)[O-])c1 (configuration not stated) | -7% | 3% | -2% | -4% | -13% | 3% | 0% | -22%
CCO[C@@H]1OC(C(=O)O)=C[C@H](c2csc3ccccc23)[C@H]1CCCO | / | -2% | -4% | -5% | ? | -3% | 5% | /
Cc1cc(Br)c(Cl)cc1NC(=O)CN1C(=O)C2C3CC(c4ccccc4)C(C3)C2C1=O (configuration not stated) | -9% | 0% | -1% | 7% | 0% | 14% | -14% | -55%[inhibitor]

Remaining list, next part
SMILES | GAA inh | GLA spleen mod | aGlu spleen mod | JMJD2E inh | ALDH1A1 block | RGS12 GoLoco inh | GAA glycogen | SMN2 splice enh
COc1ccc(-c2csc3nc(-c4cccnc4)nc(N4CCC(C(N)=O)CC4)c23)cc1OC | -3% | 2% | -20% | ? | 7% | -10% | -10% | 14µM*
CCCCNC(=O)CC1S/C(=N/N=C/c2ccc(OC)cc2)NC1=O (configuration not stated) | 4% | 0% | 1% | 9% | 11% | -13% | 1% | 25%
S=C(NCC1CCCO1)N1CCN(Cc2ccccc2Cl)CC1 (configuration not stated) | 12% | -3% | -7% | 4% | ? | 10% | -20% | -28%
Cc1ccc(NC2CC(=O)N(c3cccc([N+](=O)[O-])c3)C2=O)cc1 (configuration not stated) | 5% | 0% | 2% | -8% | 0% | 23% | ? | -8%
NC(=O)C(CC(=O)O)NC(=O)[C@@H]1CCCCNc2c(I)cc([N+](=O)[O-])cc2C(=O)N[C@@H](CO)C(=O)NCC(=O)N1 (some centres not stated) | -2% | 9% | -1% | -18% | -5% | 3% | 3% | 3%
CCC(=O)NC(=S)Nc1ccc(NC(=O)c2ccc(OC)cc2)cc1 | -7% | 18% | 2% | 4% | 5% | 2% | 12% | 4%
Cc1ccc2nc(-c3cccs3)oc(=O)c2c1 | -2% | 7% | / | ? | ? | 10% | 6% | -1%
O=C(CC1SC(=O)N(Cc2ccc(Cl)cc2)C1=O)Nc1nccs1 (configuration not stated) | -1% | -4% | -7% | 1% | 9% | -2% | 0% | 9%
CN(C(Cc1ccc(OS(=O)(=O)c2cccc3cnccc23)cc1)C(=O)N1CCN(c2ccccc2)CC1)S(=O)(=O)c1cccc2cnccc12 (configuration not stated) | / | 15%&1% | 5%&-12% | / | 14µM*! | 3%&-2% | / | -18%&-56%
COC(=O)Cn1cc(/C=C(/C#N)C(=O)N2CCOCC2)c2ccccc21 | -4% | 0% | -3% | -18% | 0% | 19% | -8% | /
Oc1ccccc1N1CCN(c2nc(-c3cccs3)nc3ccccc23)CC1 | / | 8% | 6% | -22% | / | 5% | 40µM* | /
CCOC(=O)CCC(=O)Nc1cccc([N+](=O)[O-])c1 | -5% | 28% | 2% | 1% | 6% | -6% | -4% | -2%
CCOC(=O)c1c(NC(=O)COC(=O)Cn2cnc3ccccc32)sc(C)c1C | -2% | 10% | 0% | -15% | ? | 0% | 2% | -15%
Cc1ccc(N2C(N)=NC(N)=NC2(C)C)c(C)c1 | -7% | 9% | -1% | 7% | 10% | / | 2% | /
CCOC(=O)C1=C(c2ccccc2)Nc2c(c(=O)n(C)c(=O)n2C)C1c1ccc(O)c(OC)c1 (configuration not stated) | -1% | 6% | 1% | -5% | 11% | 1% | 32µM* | 12%
O=C(c1ccccn1)C1CCCN(Cc2nc(Cc3cccc(F)c3)no2)C1 (configuration not stated) | / | 9% | 3% | 0% | / | 13% | 1% | /
OCC1(CCOc2ccccc2)CCN(C2Cc3ccccc3C2)CC1 | -9% | 0% | -2% | 3% | ? | 8% | -10% | /
CC1CN(C)C(C)C/C1=N/Oc1ccccc1[N+](=O)[O-] (configuration not stated) | -12% | -3% | 3% | -22% | -8% | 6% | -4% | /
COc1nc(N)c(C#N)c(-c2ccc(N(C)CCC#N)cc2)c1C#N | / | 0% | 0% | ? | / | 17% | 0% | /
O=C(CSc1nnc(-c2cccc(S(=O)(=O)N3CCOCC3)c2)n1C1CCCCCC1)NCc1ccccc1 | -12% | 7% | 0% | 8% | 13% | 11% | 0% | -7%
Cc1oc(-c2cccs2)nc1CS(=O)CC(=O)NCc1ccc2c(c1)OCO2 (configuration not stated) | / | 21% | -3% | 0% | / | 9% | -3% | /
COCc1cc(=O)[nH]c(SC)n1 | / | -2% | -1% | -5% | / | 4% | 3% | /
O=C(COc1ccccc1[N+](=O)[O-])Nc1ccc(CN2CCOCC2)cc1 | -2% | 1% | 7% | 7% | -12% | 3% | -1% | -2%

Part of the list above, limited to GAA glycogen and SMN2 splice enh:
| Structure | GAA glycogen | SMN2 splice enh |
| --- | --- | --- |
| COC(=O)Cn1cc(/C=C(/C#N)C(=O)N2CCOCC2)c2ccccc21 | -8% | / |
| Oc1ccccc1N1CCN(c2nc(-c3cccs3)nc3ccccc23)CC1 | 40µM* | / |
